Compound activity deposited in PubChem by several laboratories.
M1 antagonist: antagonists of rat M1 muscarinic receptor; P08482; CHO-M1 cells, Fluo-4 calcium, ACh EC80 antagonist mode; hits give low values; B-score at 10 µM; 64,000 compounds, 3.4% hits;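 active = calcium fluorescence response, raw or row-and-column corrected B-score, differing from the plate sample mean either way at a set confidence level, mostly lower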
Target sequence (P08482 whole entry, looked up): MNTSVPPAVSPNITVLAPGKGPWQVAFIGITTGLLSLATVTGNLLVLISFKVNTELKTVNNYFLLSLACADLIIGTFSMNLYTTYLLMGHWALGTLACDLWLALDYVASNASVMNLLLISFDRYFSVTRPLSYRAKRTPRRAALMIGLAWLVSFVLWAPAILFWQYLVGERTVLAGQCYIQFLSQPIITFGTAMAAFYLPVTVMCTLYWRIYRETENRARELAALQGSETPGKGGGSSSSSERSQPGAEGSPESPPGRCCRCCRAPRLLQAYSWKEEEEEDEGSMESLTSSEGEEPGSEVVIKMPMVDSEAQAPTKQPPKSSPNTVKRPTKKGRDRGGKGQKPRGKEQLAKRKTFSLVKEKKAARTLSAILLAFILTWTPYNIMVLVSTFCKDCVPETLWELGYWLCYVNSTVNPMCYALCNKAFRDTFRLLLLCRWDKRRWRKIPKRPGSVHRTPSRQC
M1 ag: activates the M1 muscarinic receptor. CHO-M1 cells, Fluo-4 calcium fluorescence, agonist mode; hits give high values. B-score at 10 µM. 64,000 compounds, 3% hits. AID 626;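 active = fluorescence rise, raw or as B-score row- and column-corrected plate score, outside the 99.7% band of its plate's samples, either direction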
Her2 expr inh: inhibitors of human Her2 kinase expression; P04626; SKBR-3 HER2 protein level, AlphaScreen, 18-24 h; hits give low values; HER2 level % of control, % at 10 µM; 65,000 compounds, 0.69% hits; AID 645;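 active = HER2 level under 5% of the carrier-only control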;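 note: 100% = DMSO carrier and 0% = 500 nM PU-H71 HSP90 inhibitor; lower value means stronger loss of Her2 protein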
Jurkat tox 60K: cytotoxic compounds reducing Jurkat cell viability; 56,000 compounds, 1.2% hits; Jurkat E6.1 viability, ATP luminescence, 48 h; AID 463; inhibition, % at 4 µM;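 active = inhibition above the mean inhibition of all tested compounds plus 3 SD, cut at about 28% in these data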
S1P1 ag-PAM: S1P1 (human) agonism or agonism potentiation; activation, % at 9.5 µM; 56,000 compounds, 0.57% hits; P21453; S1P1 CRE-bla cells, forskolin, beta-lactamase FRET, potentiator mode; S1P1 agonist co-added at EC20, 2 nM; 100% = saturating reference agonist, 0% = basal;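 active = activation above a cutoff set at the mean activation of all tested compounds plus 3 SD, cut at about 54% in these data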;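 note: forskolin at 4 µM as EC80 and the EC20 agonist is SEW2871; 100% = SEW2871 at its EC100 plus forskolin at EC80; some compounds past the cut are filed as inactive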
Target sequence (P21453 whole entry, looked up): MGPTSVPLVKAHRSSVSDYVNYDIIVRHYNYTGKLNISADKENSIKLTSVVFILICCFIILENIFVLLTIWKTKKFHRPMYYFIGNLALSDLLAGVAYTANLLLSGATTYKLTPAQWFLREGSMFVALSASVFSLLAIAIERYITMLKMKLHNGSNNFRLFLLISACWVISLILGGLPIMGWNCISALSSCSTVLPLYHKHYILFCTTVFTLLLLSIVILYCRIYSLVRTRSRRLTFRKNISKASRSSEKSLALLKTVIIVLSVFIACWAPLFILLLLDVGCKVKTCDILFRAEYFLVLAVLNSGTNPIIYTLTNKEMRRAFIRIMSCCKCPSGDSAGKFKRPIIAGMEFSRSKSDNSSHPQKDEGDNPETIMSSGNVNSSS
HEK293 NFkB inh: lowers PMA/ionomycin-induced NF-kB signal in HEK293 cells | inhibition, % at 3 µM | 62,000 compounds, 0.21% hits | AID 465 | HEK-293 NF-kB luciferase reporter, luminescence;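 active = inhibition above the mean of all tested compounds plus 3 SD, cut at about 40% in these data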;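 note: 0% = stimulated DMSO wells and 100% = 10 µM reference inhibitor 5653914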
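Timing: 1 h pretreatment, 16 h stimulation, 37 °C; system: HEK-293 cells with stable firefly luciferase reporter driven by four HIV NF-kB elements; doses: 3 µM once, 0.30% DMSO; measured by: luciferase luminescence; control set: DMSO and 10 µM reference inhibitor; repeats: single test; reagent: PMA plus ionomycin mix as NF-kB-activating stimulus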
5HT1E antag: 5-HT1E (human) receptor antagonism; 65,000 compounds, 0.99% hits; P28566; CHO 5-HT1E Ga15 NFAT-bla reporter, FRET, antagonist; inhibition, % at 6 µM;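 active = inhibition above a set limit, the mean inhibition across every tested compound plus 3 SD, cut at about 29% in these data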;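 note: signal is the 460 over 535 nm emission ratio of beta-lactamase substrate; 0% = agonist plus DMSO wells and 100% = wells without agonist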
S1P3 ag: S1P3 (human) receptor agonism. S1P3 NFAT-BLA reporter cells, FRET ratio; relative to 1 µM S1P, basal subtracted. activation, % at 4.5 µM. 60,000 compounds, 0.1% hits. AID 373;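 active = activation above the screen-wide mean plus 3 SD, cut at about 4.5% in these data, passing the limit was not always enough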; note: some compounds called inactive have numbers as strong as hits
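Material: Human S1P3 NFAT-BLA reporter CHO cells | Incubation: Overnight plating, 4 h compound 37 °C, 2 h substrate RT | Signal: FRET β-lactamase substrate fluorescence, excitation 405 nm, 460/535 nm emission ratio, background-subtracted | Compound: 4.5 µM final, single dose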
5HT1E ag: agonists of human 5-HT1E serotonin receptor; P28566; CHO 5-HT1E Ga15 NFAT-bla reporter, FRET; 0% DMSO wells, 100% control agonist wells; activation, % at 6 µM; 65,000 compounds, 0.69% hits; AID 574;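 active = activation above a set limit, the screen-wide mean activation plus 3 SD, cut at about 8.5% in these data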;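 note: 100% = positive control agonist at 1 µM giving full maximal response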
Active calls of the source: *; . = no result given. Rows were taken by chance, and some 9.2% of all compounds hit somewhere here.

SMILES	M1 antagonist	M1 ag	Her2 expr inh	Jurkat tox 60K	S1P1 ag-PAM	HEK293 NFkB inh	5HT1E antag	S1P3 ag	5HT1E ag
Cc1cccc(NC(=O)C2CCN(c3nc(C)cc(C)n3)CC2)c1	0.19	-0.38	99	-1	3	9	-8	-0.3	0.0
N#CC1=C(O)C(c2ccccc2)n2c1nc(=O)c1ccccc12 (centres undefined)	-0.13	0.29	98	1	-18	-6	-13	-1.0	-1.1
COc1cc2nc(C3CCC3)n(NC(=O)COc3ccccc3)c(=O)c2cc1OC	-0.62	0.024	117	7	10	23	21	-1.0	-0.9
O=C(CSc1nnc(NC(=O)C2CCC2)s1)NC1CC1	-0.041	-0.43	114	-1	4	7	-2	-0.6	-0.3
COc1ccc(Br)cc1CNC(=O)CCc1nc(-c2ccccc2F)no1	1	0.31	88	-1	7	12	6	-0.8	-1.4
O=C(CCS(=O)(=O)Cc1ccccc1)N1CCN(Cc2ccccc2)CC1	0.44	-0.76	.	-5	5	3	-16	-0.7	-0.2
NC(=O)CSc1nnc(-c2ccc(S(=O)(=O)N3CCCC3)cc2)n1Cc1ccco1	0.28	0.4	141	0	-21	15	-4	-0.7	1.2
CC1Cc2nc(SCC(=O)N3CCCc4ccccc43)n(C)c(=O)c2S1 (centres undefined)	-0.43	-0.17	90	4	22	6	22	-1.2	1.0
COc1ccc(C(c2nnnn2Cc2ccccc2)N2CCN(C(=O)c3ccco3)CC2)cc1OC (centres undefined)	0.95	-0.11	104	1	7	19	2	-1.1	-0.3
CCOC(=O)CSc1nnc(CNC(=O)c2ccc(S(=O)(=O)N3CCCCC3)cc2)n1C	0.42	-0.48	112	-4	-2	6	-3	-0.5	-0.5
COc1cccc(-n2c(SCC(=O)Nc3cc(C)on3)nc3c([nH]c4ccccc43)c2=O)c1	-0.23	0.4	88	5	-59	6	32*	0.1	0.3
CCn1c(SCC(=O)N2CCCc3ccccc32)nc2c1c(=O)n(C)c(=O)n2C	2.1	3.7	116	-6	-18	0	1	-0.1	1.4
O=C1Nc2ccccc2C12OCCCO2	0.91	1.5	110	-11	-6	17	-5	0.3	-1.0
CCOC(=O)c1c(C)noc1CP(=O)(c1ccccc1)c1ccccc1	.	.	139	-4	-1	10	2	-0.8	-1.3
CC(C)(C)NC(=O)NC(=O)COc1ccccc1C#N	0.091	-1.2	86	0	12	-40	0	-0.6	-0.7
CCCC1(C(=O)O)NC(c2ccccc2O)C2C(=O)N(c3cccc(Cl)c3)C(=O)C21 (centres undefined)	-0.22	-0.066	105	-1	-4	16	2	-0.3	-0.5
CC1(O)c2ccccc2C(=O)N1Cc1ccccc1 (centres undefined)	-0.39	-0.79	99	-5	-20	8	7	-0.4	1.1
O=C(O)COc1ccccc1C1C2C(=O)N(c3ccc(F)cc3)C(=O)C2ON1c1ccccc1 (centres undefined)	0.59	-0.99	76	1	5	20	0	0.4	-0.3
O=C1NC(c2ccccc2)(C(F)(F)F)SC2=CCCCCN12 (centres undefined)	0.68	-0.7	66	.	.	4	-13	.	0.4
Cc1cccn2c(=O)c3cc(C(=O)N4c5ccccc5CC4C)n(C)c3nc12 (centres undefined)	-0.32	0.036	84	-4	-33	7	5	0.7	0.1
CCCOc1ccc2c3c(c(=O)oc2c1)CCCC3	-0.33	0.22	103	1	.	15	0	0.0	-0.1
CCSc1nnc(Cc2cc(=O)[nH]c(=O)[nH]2)n1-c1ccc(Cl)cc1	-0.34	-0.21	105	0	-9	16	-5	0.4	0.2
OC1(c2ccccc2F)CCN(Cc2nnc(-c3ccccc3)o2)CC1	-0.48	2.4	112	10	-14	16	4	-0.5	-0.7
Cc1ccccc1OCc1nc2ccccc2c(=O)n1NC(=O)c1ccco1	0.5	-0.099	108	.	13	.	-4	-3.6	-0.9
Cc1onc(-c2ccccc2)c1C(=O)Nc1ccc(S(=O)(=O)NC2=NCCCCC2)cc1	-1.3	-0.02	114	1	-9	18	6	2.7	-0.3
COc1cc(OC)c(OC)cc1CN1CCCC(C(=O)N2CCCCC2)C1 (centres undefined)	0.23	-0.027	104	-1	-8	8	2	-1.4	-0.3
CN(C)S(=O)(=O)c1ccc(NC(=O)c2ccccn2)cc1	-0.99	-1	98	1	-6	-13	17	-0.8	-0.4
Cn1c(N2CCN(C(=O)NCc3ccccc3)CC2)nc2ccccc21	-0.44	0.94	89	7	3	13	-2	0.3	-0.3
COC1(OC)N=C(NC(=O)Nc2ccccc2)C2(C#N)C(c3ccccc3)C12C#N (centres undefined)	0.77	0.83	117	4	15	6	9	-0.7	-0.3
CC(=O)C1=C(C)Nc2cc(C(F)(F)F)ccc2S1	0.044	-0.76	100	2	5	14	-15	-2.0	1.0
COc1cccc(N(CC(=O)N2CCN(C)CC2)S(=O)(=O)c2ccccc2)c1	-0.013	-0.086	117	-4	-9	9	2	0.4	-0.8
Cc1ccnc(-n2sc3ccccc3c2=O)n1	0.74	0.029	58	.	.	10	-7	.	0.1
O=C1COc2cccnc2N1	0.22	0.17	69	-5	-6	-6	-18	1.2	1.6
COc1ccc(S(=O)(=O)Nc2ccc(S(=O)(=O)N3CCCCC3)cc2)cc1	-0.72	0.058	91	9	12	17	0	0.0	-0.9
CCc1c(C)sc(NC(=O)C2CCCCC2C(=O)O)c1C(N)=O (centres undefined)	0.8	-0.46	91	.	.	11	3	.	-0.6
CC(C)(C)OC(=O)N1CCC[C@H]1c1nnc(SC/C=C/c2ccccc2)o1	-0.5	-0.17	68	-1	14	5	5	-1.1	-0.4
O=C(OCCN1C(=O)CCC1=O)c1ccc(S(=O)(=O)N2CCCCC2)cc1	-0.14	-0.19	120	-1	-1	8	0	-0.7	-1.4
N#CC1=C(SCc2ccccc2Cl)NC(=O)C(C(N)=O)C1 (centres undefined)	0.45	1	43	-5	-28	11	-8	-0.9	0.4
Cc1cccc(N(C)S(=O)(=O)c2ccc3c(c2)CCC(=O)N3)c1	1.1	-0.75	105	-3	-3	3	6	-0.2	-0.6
Cc1cc(C)n(C(=O)c2ccc(NC(=O)C3CC3)cc2)n1	1	0.0079	104	11	13	5	4	-0.3	0.6
N=C1C(c2ccccc2)=C(O)CN1c1ccc2c(c1)OCO2	-0.4	1.1	65	-3	20	22	1	-0.7	1.0
CCCCN(CCCNC(=O)C1CCN(S(=O)(=O)N2CCOCC2)CC1)Cc1ccccc1	0.84	-0.64	94	-5	-10	0	-2	0.1	-0.7
COc1ccc(N2CCN(C(=O)COc3ccc4ccccc4c3)CC2)cc1	-0.15	0.062	103	4	-1	21	-1	-0.2	0.3
CCC1(COC(=O)Nc2cccc(Cl)c2)COC1	-0.91	-2.2	102	10	16	3	2	-0.3	-0.1
COc1cc(C(c2nnnn2C2CCCC2)N2CCc3ccccc3C2)ccc1O (centres undefined)	0.096	0.015	139	-8	3	20	-7	-0.3	-0.9
COc1ccc(C(C(C(=O)c2ccco2)N2CCOCC2)N2CCOCC2)cc1 (centres undefined)	-0.041	0.41	81	0	-1	6	-4	-1.0	-1.8
CCCC(=O)N1CCc2[nH]c3ccccc3c2C1	-0.31	2	108	.	6	.	9	-2.7	-0.2
O=C(COC(=O)c1cc(S(=O)(=O)N2CCOCC2)cs1)c1ccccc1	0.18	-0.29	95	0	12	20	9	-0.7	-0.6

Quoted from the listing (3 entries):
SMILES	M1 antagonist	M1 ag	Her2 expr inh	Jurkat tox 60K	S1P1 ag-PAM	HEK293 NFkB inh	5HT1E antag	S1P3 ag	5HT1E ag
O=C1NC(c2ccccc2)(C(F)(F)F)SC2=CCCCCN12 (centres undefined)	0.68	-0.7	66	.	.	4	-13	.	0.4
Cc1cccn2c(=O)c3cc(C(=O)N4c5ccccc5CC4C)n(C)c3nc12 (centres undefined)	-0.32	0.036	84	-4	-33	7	5	0.7	0.1
CCCOc1ccc2c3c(c(=O)oc2c1)CCCC3	-0.33	0.22	103	1	.	15	0	0.0	-0.1

(further entries)
SMILES	M1 antagonist	M1 ag	Her2 expr inh	Jurkat tox 60K	S1P1 ag-PAM	HEK293 NFkB inh	5HT1E antag	S1P3 ag	5HT1E ag
COc1cccc(C(=O)N(Cc2ccco2)Cc2cc3cccc(C)c3[nH]c2=O)c1	-0.25	-1.8	110	3	-13	7	-7	-1.8	1.7
O=C(c1ccccc1)n1ccc2ccccc21	-0.02	0.54	126	-6	-4	11	4	-1.1	0.5
COc1ccc(C(=O)OCCN2C(=O)c3ccccc3C2=O)cc1	0.31	1.8	121	-5	.	18	-20	0.3	1.1
CCS(=O)(=O)c1nc2ccccc2n1CC(=O)N1CCCCC1	-0.089	0.2	72	-2	4	21	3	-0.9	-1.3
COc1ccc(Nc2nc(N)nc(CN3CCc4ccccc4C3)n2)cc1	0.072	-0.15	.	10	-34	12	-4	-0.7	0.8
CC1CCCC(C)N1C(=O)C1CC(c2ccc(F)cc2)=NO1 (centres undefined)	-0.068	-0.19	163	-6	18	4	-7	0.3	0.8
O=C(NCCC(=O)N1CCN(c2ncccn2)CC1)c1ccccc1	-0.047	-1.1	135	1	-3	22	-12	-0.1	0.0
COC(=O)c1cc(Cl)c(NS(=O)(=O)c2ccccc2)cc1OC	0.0092	0.22	63	-6	-14	12	0	-0.3	0.2
COc1ccccc1CNC(=O)C1CCN(Cc2nc(-c3cccc(Cl)c3)oc2C)CC1	-0.42	-0.48	46	2	1	22	7	-0.1	0.1
O=S(=O)(c1cccc(Cl)c1Cl)N1CCCCC1	0.32	-0.65	84	-2	-5	10	1	-0.8	-0.6
O=C(CSc1nnc(Cc2ccccc2)o1)NCCc1ccccc1	-0.15	0.12	134	-6	-3	-3	-11	-0.9	-0.2
O=C(c1cc2ccccc2oc1=O)N1CCCN(C(=O)c2cc3ccccc3oc2=O)CC1	0.011	0.58	118	0	-15	7	7	-0.3	-0.4
COc1ccccc1C(CC(=O)Nc1nccs1)c1ccco1 (centres undefined)	-0.11	-0.59	-17*	.	16	.	7	-3.2	0.1
CCN1CCCC1CNC(=O)c1nn(-c2ccc(C)cc2)c(=O)c2c1c1ccccc1n2C (centres undefined)	-0.0054	-0.8	76	-1	-8	10	-7	-0.5	37*
CC(C)(C)NS(=O)(=O)c1cccc(S(=O)(=O)c2cccc(S(=O)(=O)NC(C)(C)C)c2)c1	-1.4	1.2	98	7	6	10	12	-0.1	0.4
Nn1c(Cc2ccccc2F)nnc1SCn1nnc2ccccc2c1=O	-0.37	-2.9	107	.	.	25	-1	.	-0.8
S=c1[nH]ncn1/N=C/c1ccc(Br)cc1	0.43	-0.035	103	-3	2	12	2	-1.3	-0.1
CCOC(=O)N1CCN(C(=O)CN(Cc2ccc(Cl)cc2)S(C)(=O)=O)CC1	-0.81	2.1	77	0	-14	11	-5	-0.9	-0.2
N#CCc1nnc2n1-c1ccccc1CCC2	-0.17	-0.029	63	5	4	5	5	-0.4	0.1
CCN(CC)CCNC(=O)C1CCC(=O)N(c2ccc(OC)cc2)C1c1ccc(F)cc1 (centres undefined)	-0.13	-0.068	76	.	.	5	0	.	-1.0
